Salmonella PhoP GFP: PhoP regulon inhibitors, Salmonella typhi PhoP promoter GFP reporter, confirmatory (AID 1850); Salmonella Typhi PhoP-promoter GFP reporter, fluorescence, 4 h; higher % means a stronger effect; 310,000 tested, 0.33% active; inhibition, % at 50 µM, or IC50 in µM where a hit was titrated; in the data active = a potency from the dose series; inconclusive = inhibition mostly from about 25% at the one dose, without a potency; inactive = the rest, 99 in 100 with inhibition below about 19%;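 note: 0% = induced wells with vehicle and 100% = uninduced wells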
influenza NS1A: H1N1 influenza NS1A inhibitors, functional cell based assay (AID 504329); NS1A functional cell-based assay, percent inhibition; higher % means a stronger effect; one-dose inhibition, % at 12.5 µM; IC50 in µM for titrated hits; 340,000 tested, 0.3% active; in the data active = a potency from the dose series; inconclusive = inhibition above about 27% without an active follow-up result; note: strong numbers were not always called active
H37Rv inhibition: M. tuberculosis growth inhibition, HTS (AID 449762); one-dose inhibition, % at 25 µM; IC50 in µM for titrated hits; M. tuberculosis H37Rv growth inhibition, 7H9 media; higher % means a stronger effect; 330,000 tested, 0.59% active; in the data active = a potency from the dose series; inconclusive = inhibition above about 70% without an active follow-up result;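 note: bacterial growth assessed after seven days of incubation; strong numbers were not always called active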
M. tuberculosis: growth inhibition of non-replicating M. tuberculosis (AID 488890). inhibition, % at 25 µM, or IC50 in µM where a hit was titrated. 320,000 tested, 0.39% active. Mycobacterium tuberculosis non-replicating, growth inhibition; higher % means a stronger effect; in the data active = a potency from the dose series; inconclusive = inhibition mostly from about 82% at the one dose, without a potency; inactive = the rest, 99 in 100 with inhibition below about 76%;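 note: plate controls were DMSO cells for no effect and high antibiotic wells for full effect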
VEEV TC-83 Vero: inhibitors of VEEV TC-83 cytopathic effect, confirmation, Vero cells (AID 588727); 350,000 tested, 0.13% active; inhibition, % at 20 µM; hits with a dose series show IC50 in µM; Vero cells, VEEV TC-83 cytopathic effect inhibition; higher % means a stronger effect; in the data active = a potency from the dose series; inconclusive = inhibition mostly from about 14% at the one dose, without a potency; inactive = the rest, 99 in 100 with inhibition below about 12%; note: strong numbers were not always called active
The depositor's hits bear a star; i = inactive; ? = inconclusive; · = not tested or not shown.

Values in the order: Salmonella PhoP GFP, influenza NS1A, H37Rv inhibition, M. tuberculosis, VEEV TC-83 Vero
- C(=N\n1cnnc1)/c1cccn1-c1ccccc1
  0%, -20%, -10%, 10%, 2.2%
- COc1ccc(-c2nnn(CC(=O)N(CC3CCCO3)C(C(=O)NC(C)(C)C)c3ccco3)n2)cc1OC (stereo unspecified)
  8%, -15%, 0%, 13%, 0.8%
- COc1ccc(OC)c(C(=O)CSc2nc3c(c(=O)n(C)c(=O)n3C)n2C(C)C)c1
  ·, -5%, ·, ·, 0.4%
- CN1CCN(C(=O)Nc2ccc([N+](=O)[O-])cc2)CC1
  3%, 15%, 2%, -5%, i
- CCN(Cc1cc(=O)n2cc(Cl)c(C)c(Cl)c2n1)Cc1nc2ccccc2c(=O)[nH]1
  -1%, -18%, 18%, 32%, 6.9%
- CC(C)[C@H]1CC2C3CC=C4C[C@@H](O)CC[C@]4(C)C3CC[C@]2(C)[C@H]1O (stereo partly specified)
  ·, ·, -2%, 22%, ·
- O=C(CN1C(=O)C2CC=CCC2C1=O)Nc1ccc(F)cc1F (stereo unspecified)
  ·, 7%, -2%, -17%, 0.7%
- Cn1cc(Cl)c(-c2n[nH]c(=S)n2-c2ccccc2)n1
  -12%, -2%, 11%, -1%, 1.2%
- Cc1nn(Cc2noc(C(=O)NCCCn3ccnc3)n2)c(C)c1Br
  -8%, 0%, 2%, 5%, 0.8%
- CCCN(CC(=O)Nc1ccccc1C)C(=O)c1ccc(-c2ccccc2)cc1
  -11%, -4%, 29%, 22%, 8.0%
- CCn1ncc(NC(=S)Nc2ccc3c(c2)OCO3)c1C(N)=O
  5%, -17%, -5%, 46%, 0.6%
- COc1cccc(NC(=S)N2CCN(S(=O)(=O)c3ccc(F)cc3)CC2)c1
  0%, -7%, 1%, 4%, 6.1%
- CCOC(=O)c1sc(NC(=O)CSc2nc(-c3ccco3)cc(C(F)(F)F)n2)c(C(=O)OCC)c1C
  ·, -12%, ·, ·, 5.0%
- CCOC(=O)c1c(C=O)c(C)n(Cc2ccccc2)c1C
  -3%, 1%, -6%, 20%, 4.2%
- Cc1ccc(NC(=S)NC2CCN(Cc3ccccc3)CC2)cc1C
  7%, 14%, 11%, 79%, 1.0%
- COc1cc(-c2ccc(NC(C)=O)c(OC)c2)ccc1NC(C)=O
  0%, -18%, -2%, -6%, 1.0%
- CCC(C)Sc1nc2c(c(=O)[nH]c(=O)n2C)n1Cc1ccc(Cl)cc1 (stereo unspecified)
  2%, -1%, 0%, 4%, 5.1%
- CC(=O)c1ccc(OCCCC(=O)NCC(c2ccco2)N(C)C)cc1 (stereo unspecified)
  6%, 3%, -17%, 16%, 0.8%
- Cc1ccc(N2C(=O)NC(=O)/C(=C/c3cnc(-c4ccccc4)nc3)C2=O)cc1C
  -8%, -4%, 2%, 48%, 0.4%
- O=C(OCC(=O)N1CCCc2ccccc21)c1cccc(C(F)(F)F)c1
  5%, -4%, -5%, 32%, 1.8%
- Cc1ccc(C2CN(c3ccccc3)CC2C(=O)c2ccc(F)cc2)cc1 (stereo unspecified)
  1%, -2%, 4%, 6%, 4.1%
- Cc1nnc(NC(=O)CSc2nnc(CNC(=O)c3ccccc3F)n2C(C)C)s1
  ·, -17%, ·, ·, 1.1%
- COc1ccc(-c2cc(C(F)F)n3ncc(C(=O)N4CCN(C(=O)c5ccco5)CC4)c3n2)cc1
  16%, 2%, -4%, ·, 8.2%
- COc1ccc(OC)c(NC(=S)NCCSc2ccc(C)cc2)c1
  -3%, 0%, 8%, ?, 2.0%
- COc1cc([N+](=O)[O-])ccc1NC(=O)COC(=O)C1=NN(c2ccccc2)C(=O)CC1
  ·, -19%, 3%, 1%, 1.8%
- CCOc1ccc(CCNC(=O)C2CCCN(S(=O)(=O)N3CC(C)CC(C)C3)C2)cc1OCC (stereo unspecified)
  -10%, -2%, -3%, -1%, i
- COc1cccc(Cl)c1NC(=O)N1CCN(c2ccnc3cc(Cl)ccc23)CC1
  -2%, -6%, ?, 27%, 6.4%
- Cc1cccc(C)c1OCc1cc(C(=O)N2CCC[C@H]2C(N)=O)no1
  -6%, -12%, 5%, -8%, 2.0%
- NC(=O)[C@@H]1CCCN1Cc1nc(Cc2ccccc2Cl)no1
  -1%, 9%, -6%, -13%, i
- COc1ccc(C(=O)N(C)Cc2ccccc2)cc1Br
  7%, ·, 4%, 53%, ·
- O=C(Cn1c(=O)oc2ccccc21)Nc1ccc(F)c(F)c1
  -2%, -7%, -2%, -10%, 2.6%
- CCN1C(=O)/C(=C\N(C)C)S/C1=N\S(=O)(=O)c1ccc(C)cc1
  -2%, -8%, 9%, 6%, 0.4%
- O=C(OCC(=O)N1c2ccccc2Sc2ccccc21)c1ccc[n+]([O-])c1
  -8%, 3%, 7%, -2%, 2.1%
- Cc1ccc(S(=O)(=O)NCCC(=O)NCc2cccnc2)cc1
  1%, -6%, -10%, -11%, i
- Cc1cccc(NS(=O)(=O)c2cc(C(=O)N3CCN(C)CC3)ccc2C)c1
  5%, -6%, 4%, 19%, 0.5%
- Cc1noc(C)c1-c1nnc(-c2ccc(OC(F)(F)F)cc2)o1
  -7%, -1%, 6%, -14%, 3.3%
- Cc1ccc(OCC(=O)Nc2cc(NC(=O)COc3ccc(C)c(C)c3)cc(C(=O)O)c2)cc1C
  -5%, -2%, 2%, -4%, 2.4%
- Cc1c(C(=O)NN2CCOCC2)oc2ccccc12
  2%, -3%, 1%, -4%, i
- O=C(Cc1ccsc1)NNC(=O)c1ccc(F)cc1
  7%, 8%, 2%, -16%, 2.7%
- CSCCC(NS(=O)(=O)c1cccs1)C(=O)NCc1cccs1 (stereo unspecified)
  -3%, -2%, -3%, -10%, 5.0%
- CCc1ccc(N2C(=O)CN(Cc3ccc(OC)c(OC)c3)C2=S)cc1
  -3%, 6%, 4%, -7%, 1.7%
- CCCCN(C(=O)CSCC(=O)Nc1ccc(OC)cc1)c1c(N)n(CCC)c(=O)[nH]c1=O
  -3%, -6%, -3%, 14%, 4.3%
- CCCc1nc(SCC(=O)N2CCC(C)CC2)c2c(=O)n(C)c(=O)n(C)c2n1
  1%, 13%, -2%, 16%, 7.4%
- COc1ccc(CCn2nnnc2C(C(C)C)N2CCC(C(N)=O)CC2)cc1OC (stereo unspecified)
  1%, -1%, -9%, -21%, 1.2%
- Nn1c(SCc2cccc(C(F)(F)F)c2)nnc1-c1ccco1
  5%, 0%, -7%, 4%, 3.0%
- O=C1CC(c2c(F)cccc2Cl)C(n2cncn2)C(O)=C1C1NCCc2ccccc21 (stereo unspecified)
  -6%, -2%, 13%, 7%, i
- CN(C)CC#CCCCCCCC#CCN(C)C
  -3%, ·, -11%, -20%, ·
- Cn1cc(C=C(C#N)C#N)c2ccccc21
  -4%, -3%, -2%, -7%, 2.8%
- O=C(COc1ccc(S(=O)(=O)N2CCCCC2)cc1)N1CCOCC1
  2%, -1%, -14%, -10%, 1.1%
- Cc1ccc(/C=N/Nc2ccc(F)cc2F)s1
  -7%, 27%, ?, 50%, 0.1%
- Cn1c(-c2ccccc2)cnc1SCC(=O)N1CCCCC1
  -1%, -2%, -4%, 9%, 0.8%
- Cc1ccc2cc(C)c(Sc3nnnn3-c3ccccc3)nc2c1
  -8%, -2%, -1%, -1%, i
- Cc1cccc(N2CCN(C(=O)CCNS(=O)(=O)c3cccs3)CC2C)c1 (stereo unspecified)
  2%, 7%, 2%, -3%, 1.2%
- COC(=O)C1(S(=O)(=O)c2cc(Br)cc3c2N(C(C)=O)CC3)CC1
  1%, -5%, -3%, -10%, 1.6%
- Cc1ccc(NC(=O)Nc2cnc3ccccc3c2)cc1
  5%, -5%, 8%, 2%, 1.9%
- CN(CCOc1ccc(F)cc1)Cc1ccccc1
  -9%, -1%, 3%, 50%, 1.0%
- CCOc1ccccc1-n1c(CN2CCN(C(=O)c3ccco3)CC2)nc2ccccc2c1=O
  5%, -10%, -10%, 20%, 9.6%
- COc1ccc(C(=O)Cc2ccc3c(c2)OCO3)c(O)c1
  -3%, 0%, 6%, 50%, 0.6%
- CC(C)NS(=O)(=O)c1ccc(OCC(=O)NCc2ccc3c(c2)OCO3)c(Cl)c1
  1%, -1%, -3%, 32%, 6.1%
- CCOC(=O)CSc1nc2ccccc2c(=O)n1CC1CCCC1
  -3%, -10%, 2%, 38%, 1.2%

Carrying on.
Values in the order: Salmonella PhoP GFP, influenza NS1A, H37Rv inhibition, M. tuberculosis, VEEV TC-83 Vero
- Cc1cc(NC(=O)CS(=O)(=O)c2ccc(Cl)cc2)no1
  3%, 6%, -8%, 6%, i
- O=C(N=NC(=O)c1ccc2c(O)n(C3CCCCC3)c(O)c2c1)c1cccnc1
  9%, -6%, -8%, 6%, 0.8%
- Cc1cc(C)c(C)c(S(=O)(=O)N2CCC(C(=O)NCc3ccco3)CC2)c1C
  ·, -5%, -3%, 27%, 6.7%
- O=C(O)CCN1C(=O)C2C3c4ccccc4C(c4ccccc43)C2C1=O (stereo unspecified)
  19%, 1%, -5%, 4%, 3.0%
- CCCc1[nH]n(-c2nc3ccccc3s2)c(=O)c1C=NCCCOC
  -6%, -10%, -1%, 22%, 4.8%
- O=C1N(CCCCN2C(=O)C3(OCCO3)c3ccccc32)c2ccccc2C12OCCO2
  -23%, 5%, -3%, ·, 11%
- COc1ccc(N2CCN(c3ncnc4scc(-c5ccc(C)cc5)c34)CC2)cc1
  -7%, 6%, 10%, 43%, 3.2%
- COc1cc2oc3ccc(C#Cc4ccccn4)cc3c(=O)c2cc1OC
  -5%, -12%, ?, 31%, 9.9%
- COc1ccc(C(=O)NCc2nnc(SCC(=O)N3CCCCCC3)o2)cc1OC
  7%, 0%, 8%, 3%, 0.1%
- Cc1cccc(C(=O)N/N=C/c2ccccn2)c1
  2%, -2%, ?, ?, 3.6%
- COc1ccc(C(=O)OCc2c(-c3ccccc3)ncc3ccccc23)cc1
  ·, -1%, 5%, 15%, 3.6%
- COc1ccc(COc2cccc3ccc(C)nc23)cc1F
  10%, -11%, 9%, 36%, 4.2%
- COc1ccc(S(=O)(=O)N2CCC(O)(c3ccc4c(c3)OCO4)CC2)cc1
  -9%, -5%, -7%, 0%, 0.7%
- Cc1c(NC(=O)c2cc(-c3cccc(Cl)c3)on2)c(=O)n(-c2ccccc2)n1C
  17%, 7%, 4%, 9%, 0.2%
- COc1ccc(CCN2C(=O)CS/C2=N\NC(=O)c2cccs2)cc1OC
  -9%, -14%, -6%, 8%, 3.2%
- CCCC(=O)Nc1ccc2c(c1)nc(CN1CCCCC1)n2C
  -3%, -3%, -2%, -7%, i
- Cc1ccccc1OCC(=O)NCC(=O)N/N=C/c1ccc(Br)o1
  -3%, 0%, 3%, -3%, i
- CC(=O)N1N=C(c2ccccc2O)CC1c1cccs1 (stereo unspecified)
  4%, 21%, 3%, 10%, 4.3%
- CCSc1nnc(NC(=O)C2CCCCC2C(=O)OCC(F)(F)C(F)F)s1 (stereo unspecified)
  -4%, -2%, -4%, 8%, 1.7%
- Cc1ccsc1C(=O)Nc1n[nH]c(C(F)(F)F)n1
  -14%, -1%, 2%, -2%, 0.8%
- COc1ccccc1CNC(=O)C1CCN(S(=O)(=O)c2ccc(-n3cnnn3)cc2)CC1
  -4%, 6%, 3%, -8%, 1.7%
- CC1Sc2ccc(S(=O)(=O)CCC(=O)N3CCCCC3)cc2NC1=O (stereo unspecified)
  -2%, 5%, 1%, 8%, i
- O=c1[nH]c2c(c(=O)[nH]1)OCN(Cc1ccccc1)C2
  ·, 0%, ·, ·, 2.5%
- O=C(NC1CC1)C1CCN(S(=O)(=O)c2ccc(Cl)cc2)CC1
  10%, 7%, 1%, -9%, 1.6%
- CCOC(=O)N=S(N)(=O)c1ccccc1 (stereo unspecified)
  4%, 6%, -6%, 6%, 0.2%
- CCN(C(=O)COC(=O)c1cccnc1SC)c1c(N)n(Cc2ccccc2)c(=O)[nH]c1=O
  ·, -20%, -9%, -5%, 2.2%
- C=CC(=O)NC1CC2CCC1(C)C2(C)C (stereo unspecified)
  5%, 9%, -6%, 10%, 3.1%
- CC(C)[C@H](NC(=O)c1ccccc1F)C(=O)NNC(=O)c1cccs1
  ·, -1%, 3%, 3%, 0.8%

Pulled by structure from above (5):
Values in the order: Salmonella PhoP GFP, influenza NS1A, H37Rv inhibition, M. tuberculosis, VEEV TC-83 Vero
- CC1Sc2ccc(S(=O)(=O)CCC(=O)N3CCCCC3)cc2NC1=O (stereo unspecified)
  -2%, 5%, 1%, 8%, i
- COc1ccc(C(=O)OCc2c(-c3ccccc3)ncc3ccccc23)cc1
  ·, -1%, 5%, 15%, 3.6%
- CCN(C(=O)COC(=O)c1cccnc1SC)c1c(N)n(Cc2ccccc2)c(=O)[nH]c1=O
  ·, -20%, -9%, -5%, 2.2%
- COc1ccc(CCN2C(=O)CS/C2=N\NC(=O)c2cccs2)cc1OC
  -9%, -14%, -6%, 8%, 3.2%
- Cc1cc(C)c(C)c(S(=O)(=O)N2CCC(C(=O)NCc3ccco3)CC2)c1C
  ·, -5%, -3%, 27%, 6.7%
